# mABHD4 FP: inhibitors of mouse ABHD4 | Q8VD66 | purified mABHD4, FP-Rh probe fluorescence polarization | inhibition, % at 8.92 µM | 370,000 compounds, 0.54% hits | AID 720543;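 active = inhibition exceeding the mean over every tested compound plus 3 SD, cut at about 30% in these data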;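 also: 0% = plate median of compound wells and 100% = S159A mutant with DMSO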
#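 Material: mouse ABHD4 enzyme, wild type; Benchmarks: S159A mutant high control, sample median low control; Buffer or medium: HEPES pH 7.0, NaCl, Pluronic buffer; Signal: fluorescence polarization; Read-out: percent inhibition of probe binding, normalized to plate controls; Timing: pre-incubation 45 min, probe exposure 60 min, at 25 °C; Dosing: 8.92 µM, single dose.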
# HTRA1 inh: HTRA1 (human) protease inhibition; 340,000 compounds, 0.5% hits; inhibition, % at 5.96 µM; recombinant HTRA1, FP-rhodamine activity-based probe, fluorescence polarization; in the data active = inhibition above about 36%;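 also: 0% = enzyme with DMSO and 100% = wells lacking enzyme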
# TCR CD3 inh: human TCR-CD3 binding inhibition; AID 651800; 360,000 compounds, 0.37% hits; inhibition, % at 9.4 µM; TAMRA-labeled TCR probe fluorescence, biochemical; in the data active = inhibition above about 19%;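 also: recombinant mutant TCR 2C K166C tagged with TAMRA read by polarization; 0% = receptor in buffer alone and 100% = receptor with positive control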
# TDP2 absorb: blocks human TDP2 phosphodiesterase activity. O95551. recombinant TDP2, T5PNP hydrolysis, p-nitrophenol absorbance 415 nm. inhibition, % at 12.8 µM. 370,000 compounds, 0.34% hits;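 active = inhibition above the mean of all tested compounds plus 3 SD, set per campaign, cut at about 25% in these data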;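 also: 0% = DMSO with enzyme and 100% = buffer with substrate but no TDP2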
# Target sequence (O95551 whole entry, looked up): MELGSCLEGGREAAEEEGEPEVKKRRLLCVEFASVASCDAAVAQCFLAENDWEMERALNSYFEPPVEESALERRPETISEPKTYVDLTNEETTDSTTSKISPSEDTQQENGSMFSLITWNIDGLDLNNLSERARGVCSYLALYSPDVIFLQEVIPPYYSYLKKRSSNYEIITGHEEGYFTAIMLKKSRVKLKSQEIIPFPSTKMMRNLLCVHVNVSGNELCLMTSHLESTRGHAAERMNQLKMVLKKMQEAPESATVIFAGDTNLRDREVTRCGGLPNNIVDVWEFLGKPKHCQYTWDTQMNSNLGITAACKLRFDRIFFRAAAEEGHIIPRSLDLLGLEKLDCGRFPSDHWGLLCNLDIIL
#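 Material: recombinant human TDP2; quantity: TDP2 enzyme at 120 nM final; medium: Tris-HCl pH 7.5 with MgCl2; compound: single concentration, 12.8 µM nominal, with 1% DMSO; incubation: 2 h enzyme incubation at 37 °C; signal: epi absorbance; measure: percent inhibition; benchmarks: high control without enzyme, low control DMSO plus TDP2; repeats: singlicate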
# MBD2 inh: inhibitors of human MBD2 binding to methylated oligonucleotide. TR-FRET. inhibition, % at 4.4 µM. Q9UBB5. 370,000 compounds, 0.31% hits; in the data active = inhibition above about 13%
# PRMT1 FP inh: inhibitors of human PRMT1; 370,000 compounds, 1.3% hits; recombinant PRMT1, activity-based probe fluorescence polarization; Q99873; inhibition, % at 2.79 µM;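 active = inhibition above about 21% made by adding two undisclosed values, limit read from the data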
# LEDGF integ inh: blocks HIV-1 LEDGF/p75-dependent DNA integration; inhibition, % at 3.7 µM; 370,000 compounds, 0.64% hits; TR-FRET IN-LEDGF/p75 DNA integration, Eu/Cy5;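 active = inhibition above the screen-wide mean plus 3 SD, cut at about 13% in these data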;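 also: signal is the Cy5 over europium emission ratio at 671 and 618 nm; 0% = plate median of compound wells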
# rCAG binder: r(CAG) repeat RNA binding. 370,000 compounds, 1.3% hits. inhibition, % at 3 µM. AID 651821. TO-PRO-1 dye displacement fluorescence;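 active = inhibition above the plate cutoff, the mean of all test compounds on that plate plus 3 SD, cut at about 35% in these data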;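 also: 0% = DMSO alone and 100% = 100 µM mitoxantrone as full dye displacement; higher means more dye released from RNA so lower well fluorescence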
# GC-B act: GC-B (human) receptor activation; P20594; HEK293-GC-B cells, CNP EC30, cGMP TR-FRET; 0% at EC30 CNP, 100% saturating CNP; activation, % at 10 µM; 370,000 compounds, 0.11% hits; AID 1920062;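 active = activation at 10 µM reaching about 35% in either raw or pattern-adjusted values, limit read from the data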
# SIAE inh: human SIAE inhibition, primary screen. AID 1053197. 370,000 compounds, 0.69% hits. SIAE FP-Rh probe binding, fluorescence polarization. inhibition, % at 9.66 µM;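 active = inhibition above a cutoff: mean of compounds within the control limits plus 3 SD of those, cut at about 17% in these data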;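 also: 0% = plate median of compound wells and 100% = probe without SIAE protein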
# Target sequence (Q9HAT2 whole entry, looked up): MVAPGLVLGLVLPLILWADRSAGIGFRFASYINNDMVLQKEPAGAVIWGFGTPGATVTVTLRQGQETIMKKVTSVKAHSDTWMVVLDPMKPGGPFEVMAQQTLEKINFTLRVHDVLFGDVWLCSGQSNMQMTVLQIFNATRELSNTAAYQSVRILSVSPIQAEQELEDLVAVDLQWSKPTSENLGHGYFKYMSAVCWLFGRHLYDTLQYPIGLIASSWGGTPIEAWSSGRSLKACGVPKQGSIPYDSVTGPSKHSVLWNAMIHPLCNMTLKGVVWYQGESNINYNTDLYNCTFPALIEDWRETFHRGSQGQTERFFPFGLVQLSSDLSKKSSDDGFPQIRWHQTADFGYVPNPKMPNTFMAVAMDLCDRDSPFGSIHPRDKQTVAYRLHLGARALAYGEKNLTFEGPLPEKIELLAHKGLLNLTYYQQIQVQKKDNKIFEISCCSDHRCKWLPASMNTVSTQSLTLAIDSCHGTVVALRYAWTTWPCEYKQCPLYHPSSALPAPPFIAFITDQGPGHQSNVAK
# Starred values were filed as active, the others as inactive; / = no result given. Not all compounds are listed (hit frequency here may not be typical).
cpd	SMILES	mABHD4 FP	HTRA1 inh	TCR CD3 inh	TDP2 absorb	MBD2 inh	PRMT1 FP inh	LEDGF integ inh	rCAG binder	GC-B act	SIAE inh
1	Cc1ccc(-c2cc(C(=O)NN=Cc3ccc(F)cc3)[nH]n2)cc1C	-24	/	/	-5	3	5	-4	12	-7	-4
2	COC(=O)c1[nH]c2ccc(Br)cc2c1NC(=O)Oc1ccccc1	-1	-4	7	4	-8	-2	-1	2	-11	16
3	Fc1ccc(C2=Nn3c(nnc3-c3n[nH]c4c3CCC4)SC2)cc1	10	-3	-6	5	5	4	-2	-4	8	5
4	Cc1ccccc1OCCC(=O)OCC(=O)c1c(N)n(CC(C)C)c(=O)n(C)c1=O	2	-17	2	29*	1	-4	-2	-9	0	-6
5	CCOC(=O)c1cc(=O)cc(C(=O)OCC)o1	3	2	5	9	1	-3	1	1	1	-8
6	CNC(=O)c1cc(-c2ccc(Cl)cc2)n(-c2ccccc2)n1	2	-19	-3	-14	1	2	-1	0	0	3
7	COCc1cc(=O)[nH]c(-c2ccc(C(F)(F)F)cc2)n1	7	/	4	-12	0	0	-3	-2	1	-7
8	COc1ccc(C)cc1NC(=O)NCc1ccc(F)cc1	0	-7	5	-4	3	-2	3	4	-9	5
9	O=C1C(=Cc2ccc(F)cc2)Cc2ccccc21	-16	/	1	3	-6	-6	6	1	-7	-9
10	CCOC(=O)c1cc(C#N)c(Oc2cccc(C(F)(F)F)c2)nc1-c1ccccc1	1	-8	2	2	-8	0	-3	-2	-5	-6
11	CC(=O)NCCc1nc2ccccc2n1Cc1ccc(C)cc1	-1	0	2	0	-1	-2	-1	-1	4	1
12	CCN1CCN(CCCNC(=O)c2ccc3c(c2)N(Cc2ccccc2)CCS3)CC1	7	5	0	-3	-8	-2	1	-6	1	3
13	COc1cccc(NC(=O)C2C3C=CC4(O3)C2C(=O)N(CCCN2CCCCC2)C4C(=O)NC2CCCCC2)c1 (centres undefined)	5	1	-4	8	5	4	-1	-1	-4	4
14	COc1cc(C(=O)NCC(=O)OCC(=O)Nc2ncc(Cl)cc2Cl)cc(OC)c1OC	-3	-7	6	0	2	3	2	1	-2	4
15	O=C(c1cccs1)N1C[C@H](n2cc(C3CC3)nn2)[C@@H](O)C[C@@H]1c1ccccc1	1	5	-4	-2	-3	-4	4	4	-2	5
16	COc1cccc(N2CCN(C(=S)NCCc3ccccc3)CC2)c1	6	-8	-12	-4	0	3	-3	4	-1	7
17	O=c1c2cc(N3CCOCC3)ccc2[nH]c(=S)n1CCc1ccccc1	7	3	4	-9	-2	-2	1	3	-7	4
18	Cc1ccccc1C(=O)Nc1nnc(CC(=O)N/N=C/c2ccncc2)s1	-6	/	-3	6	-4	4	0	-1	3	-24
19	COCCn1nnnc1CN(Cc1cccnc1)Cc1cc2cc(OC)ccc2[nH]c1=O	2	-1	7	7	-2	-1	-3	-4	5	-1
20	COc1ccc(CCN2C(=S)NC3CC2(C)Oc2ccc([N+](=O)[O-])cc23)cc1OC (centres undefined)	4	-10	7	3	-7	-5	1	-3	4	15
21	CCN(CC)c1ccc(/C=c2/sc3nnc(-c4ccccc4C)n3c2=O)cc1	-11	-17	-16	5	4	-1	-1	-5	6	-34
22	On1c(-c2ccccc2)nc2ccc(Cl)cc21	4	0	-2	8	3	3	-3	-1	0	5
23	Cc1nc2ccccc2c(=O)n1NC(=O)CCC(=O)O	4	1	7	5	-3	-3	-1	-3	-2	0
24	COc1ccc2cc(C(=O)C3CCCN(Cc4cccc(C)n4)C3)ccc2c1 (centres undefined)	7	-3	3	-16	2	-1	1	-6	1	0
25	COc1cccc(CN(C)CC(=O)Nc2cc(S(=O)(=O)N3CCCC3)ccc2Cl)c1OC	4	-8	-8	-4	5	3	0	-8	-5	7

# Additional structures:
cpd	SMILES	mABHD4 FP	HTRA1 inh	TCR CD3 inh	TDP2 absorb	MBD2 inh	PRMT1 FP inh	LEDGF integ inh	rCAG binder	GC-B act	SIAE inh
26	COc1ccc(CCN(C)CC(O)COc2c(C)ccc(C)c2C)cc1OC (centres undefined)	-4	-4	-13	-19	-7	-2	3	-10	-6	-2
27	CCOc1cc(N2CCOCC2)c(OCC)cc1NC(=O)CN1C(=O)NC(C)(c2ccc(OC)cc2)C1=O (centres undefined)	-3	5	-2	4	4	-1	2	0	0	18*
28	O=C(Nc1ccc(Cn2cccn2)cc1)c1ccc(COc2ccccc2Br)cc1	-78	-67	6	2	-4	-2	-2	8	-3	-58
29	Cc1ccc(S(=O)(=O)n2cnc(C)c2)cc1	-1	6	5	-6	-1	3	-2	-2	5	-4
30	CCOc1ccc(NC(=O)c2ccccc2CO)cc1	8	-3	5	-1	-8	-2	-5	-4	2	0
31	CC(=O)Nc1ccc(S(=O)(=O)Nc2ccc3[nH]c(=O)[nH]c3c2)cc1	-12	2	-7	0	8	4	-5	6	1	1
32	C=CCOC(Cn1ccnc1)c1ccc(Cl)cc1Cl (centres undefined)	3	-5	9	-6	1	-4	7	-3	-8	3
33	CCOC(=O)C1CCN(C(=O)C2CCN(S(=O)(=O)c3cc(Cl)ccc3OCC)CC2)CC1	-5	3	7	-5	-2	-6	0	-7	1	8
34	O=C(COc1ccccc1[N+](=O)[O-])Nc1ccc(CN2CCOCC2)cc1	-1	4	1	3	0	-2	1	3	-6	0
35	Cc1cc2oc(=O)cc(CNc3ccccc3F)c2cc1O	-1	-18	3	0	-5	-4	3	4	-5	6
36	Cc1cccc(N2CCN(C(=O)C3CCN(S(=O)(=O)N4CCOCC4)CC3)CC2C)c1 (centres undefined)	8	5	4	-5	2	1	1	-7	0	0
37	COc1ccc(N2C(=NC(=O)C(C)Oc3ccccc3)SC3CS(=O)(=O)CC32)cc1 (centres undefined)	2	-1	-2	2	-1	1	0	4	-16	1
38	COc1ccc(Cn2c(CCC(=O)N3CCN(c4ccccn4)CC3)nc3ncccc3c2=O)cc1	1	-3	-3	-4	2	0	0	-1	14	-4
39	Cc1cc(SCC(=O)OC/C(O)=C(\C#N)c2nc3ccccc3[nH]2)c(C)cc1Br	-4	-4	2	3	0	1	2	9	4	-12
40	C/C(=N\NC(=O)c1ccc(Cl)c(S(=O)(=O)Nc2ccccc2Cl)c1)c1ccncc1	-16	-27	8	-8	2	0	-4	51*	-2	-20
41	COc1ccc(F)cc1S(=O)(=O)N1CCN(Cc2ccc3c(c2)OCO3)CC1	-1	-5	8	4	5	1	-3	-8	-7	-1
42	O=C(COc1ccccc1Cl)NC(=S)Nc1ccccc1N1CCCC1	41*	-7	13	7	-6	5	0	9	-5	4
43	Cn1c(=O)cc(Nc2ccc(Cl)cc2)[nH]c1=O	3	-3	0	12	3	-1	0	4	-2	0
44	Cc1ccc(N2C(=O)c3ccc(C(=O)O)cc3C2=O)c(C)c1	17	2	-2	-1	-3	0	1	-1	2	-5
45	CCOC(=O)[C@]12CCCCC/C=C\1N(Cc1ccc(OC)cc1)C(=O)[C@H]2CC(=O)NCc1cccc2ccccc12	-7	/	/	13	0	-1	-1	9	3	-4
46	Cc1ccc(NC(=O)C2CCCN(C(=O)Nc3ccc(F)cc3)C2)cc1 (centres undefined)	-1	-2	-8	0	0	4	-11	-3	-2	-1
47	O=C(COC(=O)c1ccc(Oc2ccccc2)cc1)Nc1nnc(-c2ccccc2)o1	-23	0	-5	-5	4	-1	1	40*	-8	-9
48	Cc1ccc(NC(=O)CCn2c(=S)oc3ccccc32)cc1	-3	-2	-1	6	3	1	0	-2	-4	-7
49	CN(C)C(=S)Nc1cccc(F)c1	-2	/	-5	4	-2	4	2	-3	0	-3
50	O=C(NCc1ccco1)C(c1cccs1)N(C(=O)Cc1cccs1)c1ccccc1 (centres undefined)	-8	-32	-5	2	4	-1	1	-4	-16	3

# Reformatted: entries from further up
39: Cc1cc(SCC(=O)OC/C(O)=C(\C#N)c2nc3ccccc3[nH]2)c(C)cc1Br
  mABHD4 FP: -4
  HTRA1 inh: -4
  TCR CD3 inh: 2
  TDP2 absorb: 3
  MBD2 inh: 0
  PRMT1 FP inh: 1
  LEDGF integ inh: 2
  rCAG binder: 9
  GC-B act: 4
  SIAE inh: -12
34: O=C(COc1ccccc1[N+](=O)[O-])Nc1ccc(CN2CCOCC2)cc1
  mABHD4 FP: -1
  HTRA1 inh: 4
  TCR CD3 inh: 1
  TDP2 absorb: 3
  MBD2 inh: 0
  PRMT1 FP inh: -2
  LEDGF integ inh: 1
  rCAG binder: 3
  GC-B act: -6
  SIAE inh: 0
29: Cc1ccc(S(=O)(=O)n2cnc(C)c2)cc1
  mABHD4 FP: -1
  HTRA1 inh: 6
  TCR CD3 inh: 5
  TDP2 absorb: -6
  MBD2 inh: -1
  PRMT1 FP inh: 3
  LEDGF integ inh: -2
  rCAG binder: -2
  GC-B act: 5
  SIAE inh: -4

# An excerpt of these results, in transposed form.
44) Cc1ccc(N2C(=O)c3ccc(C(=O)O)cc3C2=O)c(C)c1
45) CCOC(=O)[C@]12CCCCC/C=C\1N(Cc1ccc(OC)cc1)C(=O)[C@H]2CC(=O)NCc1cccc2ccccc12
46) Cc1ccc(NC(=O)C2CCCN(C(=O)Nc3ccc(F)cc3)C2)cc1 (centres undefined)

screen / no. | 44 | 45 | 46
mABHD4 FP | 17 | -7 | -1
HTRA1 inh | 2 | / | -2
TCR CD3 inh | -2 | / | -8
TDP2 absorb | -1 | 13 | 0
MBD2 inh | -3 | 0 | 0
PRMT1 FP inh | 0 | -1 | 4
LEDGF integ inh | 1 | -1 | -11
rCAG binder | -1 | 9 | -3
GC-B act | 2 | 3 | -2
SIAE inh | -5 | -4 | -1

# Later entries
cpd	SMILES	mABHD4 FP	HTRA1 inh	TCR CD3 inh	TDP2 absorb	MBD2 inh	PRMT1 FP inh	LEDGF integ inh	rCAG binder	GC-B act	SIAE inh
51	CCOC(=O)c1oc2c(CN3CCN(C)CC3)c(O)ccc2c(=O)c1-c1ccc(Br)cc1	-2	0	-6	2	0	0	2	-4	3	3
52	CCCCS(=O)(=O)N1CCCc2nc(C)c(C)cc21	7	/	1	1	1	9	-2	1	4	2
53	CCCC1=C(C(=O)OCC)C(c2ccccc2OCC)NC(=O)N1C (centres undefined)	1	3	0	-6	1	-3	-2	-9	-5	-13
54	COc1ccc(C)cc1NC(=O)C(C)N1CCOCC1 (centres undefined)	-1	5	2	1	0	-2	2	9	-2	7
55	CC1=C/C(=N\NC(=O)c2ccc(O)cc2)CC1	7	-1	-4	-4	4	2	2	-3	5	-1
56	N#Cc1c(NC(=O)C2CC(c3ccccc3Cl)=NO2)sc2c1CCC2 (centres undefined)	4	-4	-4	-3	5	1	-4	5	-2	-8

# Compound activity (PubChem BioAssay)
